NCOA3 inh = SRC3 coactivator transcriptional activity inhibitors, primary screen, cell-based, luminescence | HEK293 GAL4-SRC3 luciferase reporter | inhibition, % at 3.6 µM | 360,000 compounds, 0.17% hits | AID 588352, 2011;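 active means inhibition above a per-campaign cutoff, the mean of all compounds plus 3 SD, cut at about 60% in these data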;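 further: 0% = DMSO-treated cells and 100% = gossypol-treated cells at 36 µM; higher means less SRC3-driven luciferase light from the GAL4 reporter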
MC4R antagonist = MC4R antagonists of cAMP signaling, primary screen, cell-based, TR-FRET, antagonist arm of biased-ligand search. 360,000 compounds, 0.48% hits. Melanocortin receptor 4 (Homo sapiens), P32245. inhibition, % at 6.5 µM. AID 540295, 2011. MC4R-expressing cells, MTII-stimulated cAMP, LANCE TR-FRET;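 active means inhibition above its plate's cutoff, the mean of tested wells on that plate plus 3 SD, cut at about 29% in these data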;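 further: 0% = Melanotan II alone and 100% = Melanotan II plus saturating MCL0020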
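Test system: U2OS cells stably expressing human melanocortin 4 receptor (MC4R); also added: Melanotan II challenge; compound: 6.5 µM single dose; timing: 30-min compound preincubation, 1-h Melanotan II challenge, 1-h detection, room temperature; signal: Eu-cAMP/anti-cAMP TR-FRET, emission 671 nm; repeats: one well per compound, no replicates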
ABHD5-PLIN5 inh = ABHD5-PLIN5 interaction inhibitors, primary screen, cell lysate, split luciferase complementation, luminescence; Perilipin-5 (Homo sapiens) + 1-acylglycerol-3-phosphate O-acyltransferase ABHD5 (Homo …; Split G. princeps luciferase complementation, 4 h; inhibition, % at 4 µM; 360,000 compounds, 0.78% hits; AID 602281, 2012;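 active means inhibition above the mean inhibition across every tested compound plus 3 SD, cut at about 22% in these data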;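 further: 0% = DMSO only wells and the 100% control is not disclosed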
Target sequence (Q00G26 whole entry, looked up): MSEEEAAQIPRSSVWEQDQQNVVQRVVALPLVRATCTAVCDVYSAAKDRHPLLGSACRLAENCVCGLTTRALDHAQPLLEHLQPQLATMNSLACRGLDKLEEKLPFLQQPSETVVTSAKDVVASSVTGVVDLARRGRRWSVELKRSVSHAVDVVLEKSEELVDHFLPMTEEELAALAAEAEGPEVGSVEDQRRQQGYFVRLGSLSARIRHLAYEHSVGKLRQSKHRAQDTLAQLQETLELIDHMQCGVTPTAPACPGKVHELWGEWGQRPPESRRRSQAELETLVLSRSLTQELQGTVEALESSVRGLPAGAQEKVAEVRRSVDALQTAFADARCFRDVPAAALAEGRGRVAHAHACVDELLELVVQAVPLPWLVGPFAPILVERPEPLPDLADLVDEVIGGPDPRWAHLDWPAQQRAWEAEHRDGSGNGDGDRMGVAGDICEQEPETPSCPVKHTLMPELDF
Target sequence (Q8WTS1 whole entry, looked up): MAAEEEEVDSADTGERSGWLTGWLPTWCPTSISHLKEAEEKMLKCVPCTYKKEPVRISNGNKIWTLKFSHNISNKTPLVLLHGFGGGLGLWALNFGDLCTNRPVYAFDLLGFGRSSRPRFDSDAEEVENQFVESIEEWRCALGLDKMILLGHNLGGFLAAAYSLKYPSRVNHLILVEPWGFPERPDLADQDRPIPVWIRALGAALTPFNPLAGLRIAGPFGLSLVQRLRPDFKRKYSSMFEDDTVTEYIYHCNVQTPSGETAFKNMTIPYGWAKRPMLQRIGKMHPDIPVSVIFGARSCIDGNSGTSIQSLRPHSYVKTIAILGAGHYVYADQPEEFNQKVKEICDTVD
NR2F2 inh = NR2F2 transcriptional activity inhibitors, primary screen, cell-based, luciferase reporter, HEK293T, luminescence; COUP transcription factor 2 (Homo sapiens), P24468; HEK293T NGFI-A luciferase reporter; inhibition, % at 8.6 µM; 370,000 compounds, 0.7% hits; AID 686940, 2013;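 active means inhibition above a per-plate cutoff, mean inhibition of test wells between control levels plus 3 SD, cut at about 38% in these data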;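 further: cells cotransfected with COUP-TFII expression vector driving the NGFI-A reporter; 0% = median of COUP-TF2 test wells and 100% = reporter-only cells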
TLR9-MyD88 inh = inhibitors of TLR9-MyD88 association in cells, primary screen, cell-based, CHO, BLA complementation, fluorescence | Toll-like receptor 9 (Homo sapiens) + Myeloid differentiation primary response protein … | CCF4 FRET ratio | AID 504734, 2011 | inhibition, % at 4.98 µM | 340,000 compounds, 0.21% hits;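 active means inhibition above the mean over all tested compounds plus 3 SD, cut at about 21% in these data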;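 further: 0% = DMSO only wells and 100% = clavulanate BLA inhibitor control wells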
NCOA1 inh = SRC1 coactivator transcriptional activity inhibitors, primary screen, cell-based, luminescence; Nuclear receptor coactivator 1 (Homo sapiens), Q15788; HEK293 GAL4-SRC1 luciferase reporter; inhibition, % at 3.6 µM; 360,000 compounds, 0.12% hits; AID 588354, 2011;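 active means inhibition above the campaign mean plus 3 SD, with each screening campaign given its own cutoff, cut at about 60% in these data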;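 further: 0% = DMSO treated cells and 100% = gossypol at 36 µM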
LRH-1 inv ag = LRH-1 (NR5A2) inverse agonists, primary screen, cell-based, luminescence, HEK293T, StAR-luciferase reporter | 360,000 compounds, 0.13% hits | Nuclear receptor subfamily 5 group A member 2 (Homo sapiens), O00482 | inhibition, % at 3.6 µM | LRH-1 transfected, 24 h;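 active means inhibition above the mean inhibition of all tested compounds plus 3 SD, cut at about 73% in these data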;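 further: 0% = DMSO wells and 100% = reporter-only cells lacking LRH-1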
EBV LMP1 NFkB = EBV LMP1-driven NF-kappaB luciferase reporter inhibitors, primary screen, cell-based, luminescence, single point; LMP1-induced NF-kappaB luciferase reporter cells; inhibition, % at 12.5 µM; 350,000 compounds, 0.69% hits; in the data active means inhibition above about 41%;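 further: 0% = neutral control wells and 100% = reference inhibitor control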
MC4R barr agon = MC4R agonists recruiting beta-arrestin, primary screen, cell-based, luminescence, agonist arm of biased-ligand search; AID 540308, 2011; U2OS MC4R beta-arrestin complementation; percent of melanotan II response, DMSO zero; 360,000 compounds, 0.98% hits; activation, % at 8.9 µM; Melanocortin receptor 4 (Homo sapiens), P32245;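 active means activation above a per-plate cutoff, the mean activation of sample wells on that plate plus 3 SD, cut at about 8% in these data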
NOD2 RIPK2 PPI = NOD2-RIPK2 binding disruptors in cells, primary screen, fluorescence, CHO cells, BLA complementation; inhibition, % at 4.98 µM; CCF4 ratio; AID 624267, 2012; 360,000 compounds, 0.38% hits; Receptor-interacting serine/threonine-protein kinase 2 (Homo sapiens), O43353; in the data active means inhibition above about 21%;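 further: 0% = vehicle only and 100% = reference blocker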
SRC2 inh = inhibition of GAL4-SRC2 driven luciferase reporter, primary screen, SRC2 inhibitor project, cell-based, luminescence. HEK293 GAL4-SRC2 luciferase reporter. 370,000 compounds, 0.17% hits. inhibition, % at 9 µM. Nuclear receptor coactivator 2 (Homo sapiens), Q15596;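 active means inhibition above the mean inhibition of all tested compounds plus 3 SD, set per campaign, cut at about 52% in these data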;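 further: 0% = DMSO treated cells and 100% = cells given Gossypol at 36 µM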
Numbers without * were called inactive; . = not tested or not shown. A portion of the library (hit frequency here may not be typical).

SMILES	NCOA3 inh	MC4R antagonist	ABHD5-PLIN5 inh	NR2F2 inh	TLR9-MyD88 inh	NCOA1 inh	LRH-1 inv ag	EBV LMP1 NFkB	MC4R barr agon	NOD2 RIPK2 PPI	SRC2 inh
Cc1ccc(NC(=O)CSc2ccccc2NC(=O)c2ccccc2)cc1Cl	-48	12	-3	-20	16	-42	-40	1	13*	3	-35
COC(=O)C(=NNc1c(C)n(C)n(-c2ccccc2)c1=O)C(=O)OC	16	-1	3	-12	-4	-21	8	-6	-1.1	-7	-3
O=C(NCCCN1CCCC1=O)C1CCN(S(=O)(=O)c2ccccc2)CC1	1	2	4	-18	5	-23	-15	2	0.0	-8	4
C#CCOCCOCCOCCNc1nc(N2CCN(C(=O)[C@H]([C@@H](C)O)n3cc(CCCCN)nn3)CC2)nc(N2CCN(C(=O)[C@H](CCCCN)n3cc(CCC(=O)O)nn3)CC2)n1	4	8	3	3	-4	-9	2	-1	-1.1	-15	-21
COc1ccc(-c2cc(-c3ccc(F)cc3)nc(N3CCN(C)CC3)n2)cc1	17	12	9	3	-5	-1	2	-12	-0.4	4	1
COc1ccc(C(=O)/C(=C\N(C)C)n2nc(C)cc2C)cc1	10	5	3	-2	-3	8	-5	6	0.9	-15	-18
O=C(Nc1nnc(-c2ccco2)o1)c1cccc(N2C(=O)CCC2=O)c1	0	5	0	8	7	-18	-13	0	-1.4	7	22
CCCCN(CC)CCCNC(=O)c1csc2c1CCCCC2	-3	3	0	0	-5	-25	23	1	-1.2	4	31
NS(=O)(=O)c1ccc(NC(=O)COC(=O)CCC2CCCCC2)cc1	16	-7	-5	-13	2	-2	3	4	1.5	-15	-10
Cc1cc(C(=O)COc2cccc(-n3cnnn3)c2)c(C)n1-c1ccccc1	-26	-6	2	3	-2	-25	-52	-1	-0.1	-9	9
CC(NC(N)=O)C(=O)Nc1ccc(Cl)c(S(=O)(=O)Nc2ccc(Cl)cc2)c1 (stereo unspecified)	5	-4	-3	-4	7	4	-4	-1	0.4	-5	2
Cn1c(SCc2ccccc2Cl)nc(C(F)(F)F)cc1=O	-32	11	-4	-3	-1	-9	-5	9	4.4	-9	10
O=c1c2cc(N3CCOCC3)ccc2[nH]c(=S)n1CC1CCCO1 (stereo unspecified)	-8	9	1	2	6	-10	7	-2	-0.2	4	-17
O=C(O)C1CC(c2ccccc2)=NO1 (stereo unspecified)	23	-2	-8	-4	-9	7	-19	-1	-1.8	-17	15
CN(C)S(=O)(=O)c1ccc(NCC2COc3ccccc3O2)c([N+](=O)[O-])c1 (stereo unspecified)	-14	15	6	-4	-3	-2	17	-14	-1.0	9	-15
O=C(NCCCN1CCCC1=O)C1CCN(S(=O)(=O)c2cc(C(F)(F)F)ccc2Cl)CC1	15	-2	1	-1	5	2	4	2	-4.8	2	18
COc1ccc(NC(=S)N2CCC(NC(=O)C3CCCCC3)CC2)cc1	-19	0	-18	1	-1	-7	10	-4	0.1	6	14
CC(C)CC(C(=O)O)N(Cc1ccccc1)Cc1ccccc1 (stereo unspecified)	20	-4	2	-12	-3	4	35	0	-0.5	-2	-30
CC(Oc1ccc(-c2ccccc2)c(F)c1)c1ccn(S(=O)(=O)c2ccc(Br)cc2)n1 (stereo unspecified)	1	1	-5	15	2	-17	-8	-15	-1.4	-8	2
CCN1CCC2(CCN(Cc3cn[nH]c3-c3ccc(OC)c(F)c3)C2)C1 (stereo unspecified)	8	18	4	10	3	-2	9	3	0.2	-6	-38

6 entries drawn at random from the list so far, as already listed:
SMILES	NCOA3 inh	MC4R antagonist	ABHD5-PLIN5 inh	NR2F2 inh	TLR9-MyD88 inh	NCOA1 inh	LRH-1 inv ag	EBV LMP1 NFkB	MC4R barr agon	NOD2 RIPK2 PPI	SRC2 inh
COc1ccc(-c2cc(-c3ccc(F)cc3)nc(N3CCN(C)CC3)n2)cc1	17	12	9	3	-5	-1	2	-12	-0.4	4	1
COc1ccc(C(=O)/C(=C\N(C)C)n2nc(C)cc2C)cc1	10	5	3	-2	-3	8	-5	6	0.9	-15	-18
CC(Oc1ccc(-c2ccccc2)c(F)c1)c1ccn(S(=O)(=O)c2ccc(Br)cc2)n1 (stereo unspecified)	1	1	-5	15	2	-17	-8	-15	-1.4	-8	2
CC(NC(N)=O)C(=O)Nc1ccc(Cl)c(S(=O)(=O)Nc2ccc(Cl)cc2)c1 (stereo unspecified)	5	-4	-3	-4	7	4	-4	-1	0.4	-5	2
COc1ccc(NC(=S)N2CCC(NC(=O)C3CCCCC3)CC2)cc1	-19	0	-18	1	-1	-7	10	-4	0.1	6	14
O=c1c2cc(N3CCOCC3)ccc2[nH]c(=S)n1CC1CCCO1 (stereo unspecified)	-8	9	1	2	6	-10	7	-2	-0.2	4	-17

Shown with values ahead of the structure: 4 of the compounds above.
NCOA3 inh	MC4R antagonist	ABHD5-PLIN5 inh	NR2F2 inh	TLR9-MyD88 inh	NCOA1 inh	LRH-1 inv ag	EBV LMP1 NFkB	MC4R barr agon	NOD2 RIPK2 PPI	SRC2 inh	structure
1	1	-5	15	2	-17	-8	-15	-1.4	-8	2	CC(Oc1ccc(-c2ccccc2)c(F)c1)c1ccn(S(=O)(=O)c2ccc(Br)cc2)n1 (stereo unspecified)
16	-7	-5	-13	2	-2	3	4	1.5	-15	-10	NS(=O)(=O)c1ccc(NC(=O)COC(=O)CCC2CCCCC2)cc1
0	5	0	8	7	-18	-13	0	-1.4	7	22	O=C(Nc1nnc(-c2ccco2)o1)c1cccc(N2C(=O)CCC2=O)c1
-32	11	-4	-3	-1	-9	-5	9	4.4	-9	10	Cn1c(SCc2ccccc2Cl)nc(C(F)(F)F)cc1=O

Carrying on:
SMILES	NCOA3 inh	MC4R antagonist	ABHD5-PLIN5 inh	NR2F2 inh	TLR9-MyD88 inh	NCOA1 inh	LRH-1 inv ag	EBV LMP1 NFkB	MC4R barr agon	NOD2 RIPK2 PPI	SRC2 inh
Cc1ccc(C)c(S(=O)(=O)N2CCCC2CNC(=O)C(=O)NCc2cccs2)c1 (stereo unspecified)	9	-5	-2	7	-2	3	-17	3	-1.4	-6	14
COc1ccccc1OCC(O)Cn1c(Br)nc2c1c(=O)[nH]c(=O)n2C (stereo unspecified)	-11	0	7	-2	-9	9	3	-4	-0.4	-5	5
O=C(Nc1ccccc1N1CCN(c2ccccc2)CC1)C12CC3CC(CC(C3)C1)C2	-18	5	3	-12	2	-3	-4	-5	-1.8	-2	-6
O=C(Cc1cn2ccsc2n1)Nc1cccc2cnccc12	13	-5	-3	-6	5	-2	7	3	-1.2	-2	-5
CCc1ccc(NC(=O)N(CCCOC(C)C)C2CCN(C(C)=O)CC2)cc1	16	13	-5	7	6	-21	-11	-8	-1.6	-5	12
CC(C)OCCCNC(=O)CN1C(=O)CSc2ccc(S(=O)(=O)N3CCCCC3)cc21	4	1	11	9	5	15	3	2	-0.1	11	-7
Cc1cc(N2CCOCC2)n2ncc(-c3ccccc3)c2n1	9	-12	-5	5	1	-3	-20	4	-1.6	-2	10
COC(=O)c1cccc(Nc2nc(-c3cccnc3)nc3ccccc23)c1	24	9	-4	19	-7	13	11	3	-1.3	-19	26
CCOC(=O)C1(C)CCCN(C(=O)c2ccc3c(c2)CCO3)C1 (stereo unspecified)	-19	-2	2	1	.	-6	15	.	1.1	2	4
COc1ccc2cc(C(c3nnnn3C3CCCC3)N3CCOCC3)c3nnnn3c2c1 (stereo unspecified)	-4	21	-7	2	-6	-15	9	-8	-0.9	0	24
Cc1ccc(OCCC(=O)OC(C)C(=O)Nc2ccc(Cl)cn2)cc1 (stereo unspecified)	-2	-1	-6	9	4	-4	20	-3	0.1	-16	24
CCOC(=O)c1cn(Cc2ccccc2)c(C(=O)OC(C)(C)C)c1O	5	3	-1	-5	-5	0	-9	3	0.7	1	-13
Cc1ccc(S(=O)(=O)N(C)CC(=O)NNC(=O)CCS(=O)(=O)c2ccccc2)cc1	12	15	6	7	-13	-5	-6	1	2.0	1	-38
CNC(=O)c1ccc(C)c(NC(=O)C2=C(C)OCCS2)c1	-3	23	-5	-11	-2	6	-18	6	0.0	-2	-19
O=C(NCCc1ccccc1)c1ccc(-n2cnnn2)cc1	-34	-5	11	-32	2	-63	-36	-9	1.8	-8	-24
CCOc1ccc(NC(=O)C2C3CC/C=C\CCC32)cc1 (stereo unspecified)	-22	0	-7	-9	3	-18	-46	-23	1.0	-5	-19
